Fh CTSL1 inh: counter-screen for PFM18AAP inhibitors: inhibitors of F. hepatica cathepsin L1. recombinant F. hepatica cathepsin L1, Z-Leu-Arg-MCA fluorescence. inhibition, % at 5.96 µM. 0.49% of 300,000 active. AID 1906;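 active = inhibition above the mean of all tested compounds plus 3 SD, set per screening campaign, cut at about 17% in these data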;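 note: 0% = plate median of test compound wells and 100% = 1 µM Z-Phe-Ala-diazomethylketone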
PP5 primary: PP5 (human) phosphatase inhibition | P53041 | 0.18% of 320,000 active | purified PP5c, OMFP substrate fluorescence | inhibition, % at 6.7 µM;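 active = inhibition above the campaign's mean inhibition across all tested compounds plus 3 SD, cut at about 9.5% in these data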;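 note: 0% = DMSO only and 100% = 100 µM cantharidin control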
Target sequence (P53041 whole entry, looked up): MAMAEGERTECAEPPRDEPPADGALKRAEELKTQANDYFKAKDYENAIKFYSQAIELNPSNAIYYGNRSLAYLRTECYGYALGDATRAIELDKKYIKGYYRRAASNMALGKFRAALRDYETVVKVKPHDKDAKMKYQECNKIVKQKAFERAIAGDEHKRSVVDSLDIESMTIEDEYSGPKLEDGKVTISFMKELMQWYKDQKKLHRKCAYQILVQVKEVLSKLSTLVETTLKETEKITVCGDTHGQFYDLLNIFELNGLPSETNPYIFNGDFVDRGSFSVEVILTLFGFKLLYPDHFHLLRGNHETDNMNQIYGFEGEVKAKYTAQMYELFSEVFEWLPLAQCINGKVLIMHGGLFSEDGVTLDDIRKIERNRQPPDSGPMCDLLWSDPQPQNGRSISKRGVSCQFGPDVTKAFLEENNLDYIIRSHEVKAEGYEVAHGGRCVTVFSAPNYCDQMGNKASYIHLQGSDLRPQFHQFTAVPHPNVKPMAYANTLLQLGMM
Efflux pump mplx: antifungal efflux pump inhibition, Nile Red retention. S. cerevisiae Candida pump triplex. inhibition, % at 10 µM. 0.44% of 330,000 active. AID 485275;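 active = plate passing quality check with inhibition over a set limit, or well fluorescence over plate mean plus 4 SD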;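 note: Nile Red retained in pooled yeast measured as flow cytometry median fluorescence; 0% = buffer negative control and 100% = Enniatin B positive control; higher means more Nile Red kept so more efflux inhibition; some compounds called inactive have numbers as strong as hits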
GASC-1 inh: inhibitors of human GASC-1 (JMJD2C) demethylase; inhibition, % at 2.35 µM; AID 2099; GST-JMJD2C(1-420) H3K9me3 demethylation, DELFIA europium; 0.069% of 330,000 active; Q9H3R0;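 active = more than half of a compound's replicate wells show inhibition beyond 50%, single wells judged on their own value; inconclusive = some, but no more than half, of replicates pass 50% inhibition; inactive = no replicate passes 50% inhibition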;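 note: signal counts dimethyl H3K9 product captured on neutravidin plate; 0% = median of DMSO wells and 100% = 0.3 times that DMSO median; strong numbers were not always called active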
proCasp3 act: procaspase-3 (human) activation. P42574. recombinant procaspase-3 D3A, Ac-DEVD-pNA absorbance 405 nm. activation, % at 8.5 µM. 0.11% of 330,000 active. AID 463141;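 active = activation above the mean of all tested compounds plus 3 SD, cut at about 21% in these data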;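 note: 0% = DMSO alone and 100% = DMSO wells spiked with extra 5 µM PC-3 D3A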
Target sequence (P42574 whole entry D9A/D28A/D175A): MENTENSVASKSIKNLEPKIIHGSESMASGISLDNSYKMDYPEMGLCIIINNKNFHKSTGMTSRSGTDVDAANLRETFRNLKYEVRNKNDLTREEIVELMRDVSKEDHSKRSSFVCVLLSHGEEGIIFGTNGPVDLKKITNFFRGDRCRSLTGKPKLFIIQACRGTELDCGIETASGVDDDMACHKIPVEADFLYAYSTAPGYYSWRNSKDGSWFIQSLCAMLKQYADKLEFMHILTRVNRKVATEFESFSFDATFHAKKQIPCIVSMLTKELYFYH
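Assay system – Procaspase-3 D3A mutant, all three cleavage aspartates alanine · Controls – DMSO-only low control, 5 µM PC-3 D3A high control · Schedule – 1 h compound preincubation, 2 h substrate hydrolysis at 25 °C · Signal – 405 nm absorbance of p-nitroaniline, reads at 0 and 120 min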
HCV core dimer: HCV core protein dimerization inhibition | TR-FRET GST/Flag-core106 dimerization, 1536-well | inhibition, % at 5 µM | 0.33% of 300,000 active | AID 1899;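 active = inhibition above the mean of all tested compounds plus 3 SD, set per screening campaign, cut at about 45% in these data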
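Material: Tagged HCV core106 pair (GST and Flag) | Amount: GST-core106 13.5 nM, Flag-core106 17 nM | Medium: KF-containing HEPES buffer, pH 7.45, DTT, CHAPS, BSA | Reagent: Eu donor and XL665 acceptor anti-tag antibodies | Schedule: 4 h at 22.5 °C | Technique: Time-resolved FRET, ex 340 nm, em 617 and 671 nm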
TPT1 inhibitor: inhibitors of Candida albicans tRNA 2'-phosphotransferase TPT1. recombinant caTPT1, FP RNA substrate dephosphorylation. inhibition, % at 5 µM. 0.81% of 300,000 active;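 active = inhibition above the mean of all tested compounds plus 3 SD, set per screening campaign, cut at about 24% in these data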;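 note: plate controls were DMSO alone for no effect and ferristatin control at 100 nM for full effect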
PP1 counter: counter-screen for PP5 inhibitors: inhibitors of human PP1-alpha. purified PP1alpha, OMFP fluorescence. P62136. 0.9% of 320,000 active. inhibition, % at 6.7 µM;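 active = inhibition above the mean inhibition of all tested compounds plus 3 SD, computed separately for each screening campaign, cut at about 15% in these data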
Target sequence (P62136 whole entry, looked up): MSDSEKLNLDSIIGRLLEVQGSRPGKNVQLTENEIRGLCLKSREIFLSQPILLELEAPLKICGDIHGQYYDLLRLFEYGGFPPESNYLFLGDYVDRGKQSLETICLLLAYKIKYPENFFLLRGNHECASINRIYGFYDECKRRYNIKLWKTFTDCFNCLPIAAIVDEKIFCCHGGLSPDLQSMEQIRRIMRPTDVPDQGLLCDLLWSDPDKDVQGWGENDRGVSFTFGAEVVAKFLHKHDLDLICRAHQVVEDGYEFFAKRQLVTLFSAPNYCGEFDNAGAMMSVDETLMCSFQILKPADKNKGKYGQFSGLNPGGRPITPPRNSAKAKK
proCasp7 act: activates human procaspase-7, counter-screen for procaspase-3 activators. P55210. activation, % at 8.5 µM. recombinant procaspase-7, Ac-DEVD-pNA absorbance 405 nm; D23A/D198A/D206A triple mutant, cannot self-cleave; scale: DMSO 0, 5 µM enzyme 100. 0.093% of 330,000 active;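 active = percent activation above the screen-wide mean plus 3 SD, cut at about 25% in these data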
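System: Uncleavable procaspase-7 mutant enzyme; Amount: 2 µM procaspase-7 mutant as dispensed; Schedule: 1 h compound preincubation, 2 h substrate cleavage, 25 °C; Measured by: 405 nm absorbance of p-nitroaniline; Evaluation: percent activation from buffer-corrected 0–120 min absorbance change; Control set: low DMSO alone, high DMSO plus 5 µM PC-7.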
The depositor's hits bear a star; ? = inconclusive; / = no result given; & = joins results of further samples.

SMILES	Fh CTSL1 inh	PP5 primary	Efflux pump mplx	GASC-1 inh	proCasp3 act	HCV core dimer	TPT1 inhibitor	PP1 counter	proCasp7 act
CCCc1cc(=O)oc2cc(OCC(=O)NCCc3c[nH]c4ccccc34)ccc12	1	7.1	-0.1	?	6	-5	3	2	-7
COc1ccc(C2/C=C\CN(S(=O)(=O)/C=C/c3ccccc3)[C@H](Cc3ccccc3)C(=O)N2Cc2ccc(F)cc2)cc1 (stereo partly specified)	10	1.5	0.2	13	2	11	-3	8	9
NS(=O)(=O)c1ccc(NC(=O)CN2CCCc3ccccc32)cc1	-1	1.4	-0.1	6	2	2	4	-3	0
COc1ccc([C@@H]2[C@@H]3C(=O)N(C(C)(C)C)C(=O)[C@@H]3[C@]3(CC(C)C)C(=O)N(c4cccc(Br)c4)C(=O)N23)cc1	1	2.3	0.3	6	1	-6	2	4	-2
COc1ccc(C(=O)NC(=S)NCc2ccccc2)cc1OC	2	0.8	0.0	3	-2	3	2	-3	-7
COCCNC(=O)c1cnn2c(C(F)(F)F)cc(-c3ccc4c(c3)OCO4)nc12	-1	-1.4	0.0	0	0	1	-1	-1	7
O=C(CC(=O)Nc1ccc(F)cc1)Nc1ccc(F)cc1	0	1.3	0.2	10	-5	-2	2	4	8
COc1ccc2c(c1)CC[C@@H]1[C@@H]2CC[C@]2(C)[C@@H](C(C)=O)C[C@@H]12	0	1.6	-0.1	5	8	16	-1	4	8
CC(C)(C)C(=O)NC1(C(F)(F)F)N=C2SCCN2C1=O (stereo unspecified)	1	4.4	0.1	-1	9	-3	2	-2	4
COC(=O)C1=C(CSc2nc3ccccc3o2)NC(=O)NC1c1cc(C)ccc1C (stereo unspecified)	4	3.4	-0.1	5	-3	23	-3	9	1
O=C1CC(c2ccc3c(c2)OCO3)c2cc3c(cc2N1)OCCO3 (stereo unspecified)	3	2.7	0.0	-1	-2	0	2	3	1
COC(=O)c1cc(OC)c(OC)cc1NC(=O)c1c(-c2ccccc2Cl)noc1C	2	3.9	0.1	-5	-2	2	1	2	15
CC(C)(C)NC(=O)C(c1ccccc1)N(C(=O)c1csnn1)C1CC1 (stereo unspecified)	-1	0.4	0.0	1	3	-3	-2	-8	7
COc1ccc(C(=O)C[n+]2cccc3cc(OC)ccc32)cc1	1	1.5	0.0	-15	4	2	1	-3	5
CCSc1nnc(NC(=O)c2ccco2)s1	6	-1.1	0.0	-11&-2	-5	-2	-3	-1	2
C=Cc1ccc(Cn2c(=O)n(CCCOC)c(=O)c3sccc32)cc1	0	-0.7	-0.3	6	-8	7	-4	1	4
Cc1cc(=O)oc2cc3c(cc12)OCCO3	1	-0.9	-0.1	?	7	-3	1	-1	4
CC1CCCCC12NC(=O)N(CC(=O)Nc1ccc3[nH]c(=O)[nH]c3c1)C2=O (stereo unspecified)	-1	-0.1	0.0	-2	0	-1	0	-6	7
Cc1nnc(NC(=O)c2cc(S(=O)(=O)N3CCCCC3)ccc2Cl)s1	0	2.9	0.2	11	3	1	1	2	-2
COc1ccc(/C=N/Nc2nnc(Cc3ccc(OC)c(OC)c3)c(=O)[nH]2)cc1OC	-2	0.1	-0.1	0	-3	4	-1	1	8
COc1cc([C@@H]2c3cc4c(cc3[C@@H](O)[C@H]3COC(=O)[C@H]23)OCO4)cc(OC)c1O[Si](C)(C)C(C)(C)C	5	5.2	0.1	-7	9	-1	1	-1	-2
O=C(c1ccc(Cl)cc1)c1ccc(CN2C(=O)c3ccccc3C2=O)o1	1	2.5	0.0	0	1	15	-6	2	4
O=S1(=O)CC(NCc2ccccc2)C(Nc2ccc(Cl)cc2)C1 (stereo unspecified)	0	2.1	-0.2	1	6	2	-2	-2	-14
CCNC(=O)CCS(=O)(=O)c1ccc2ccccc2c1	-1	-1.4	0.0	196	2	5	-1	-2	6
CN1N=C(c2ccc(Cl)cc2)CC(c2ccc(Cl)cc2)C1=O (stereo unspecified)	-2	2.7	0.1	-4	-1	3	-3	6	8
CCc1ccc(C(=O)Nc2cc3c(cc2Cl)OCCCO3)cc1	2	-0.2	0.0	2	7	1	0	-2	-6
COc1ccc(-c2cc(C(=O)OCC(=O)NC3CC3)c3ccccc3n2)cc1OC	/	/	-0.1	4	-30	/	/	/	12
O=C(O)CCSc1nnc(COc2cccc3ccccc23)n1-c1cccc(Cl)c1	1	-0.3	0.0	2	4	13	-3	0	-5
CC(=O)Nc1ccc(S(=O)(=O)N(CC(=O)O)Cc2ccccc2)cc1	4	0.8	-0.4	1	2	-1	-1	-2	4
CCc1ccc(NC(=O)c2cnc3n(c2=O)CCS3)cc1	1	4.8	0.1	6	6	-20	-5	2	14
CC(C)(C)c1ccc(S(=O)(=O)N2CCNC(=O)C2)cc1	/	/	-0.1	-3	13	/	/	/	11
CN(C)S(=O)(=O)c1cccc(-c2cn3cc(Cl)ccc3n2)c1	-1	3.8	0.1	1	0	9	2	-2	-8
COc1ccccc1N1CCN(CC(=O)Nc2ccc(CN3CCCCC3)cc2)CC1	1	4.7	0.0	6	1	2	-2	0	3
CC(C)C(NS(=O)(=O)c1cccs1)C(=O)N(C)Cc1ccccc1 (stereo unspecified)	7	2.6	0.0	3	0	-2	1	2	9
COCCNC(=O)c1ccc(S(=O)(=O)N2CCCc3ccccc32)cc1	0	-0.9	-0.1	6	-1	-1	-2	2	-1
O=C(NC1(C(F)(F)F)NC(=O)N(C2CCCC2)C1=O)C1CC1 (stereo unspecified)	-4	2.6	0.1	-4	-6	-10	-4	-4	-5
COCCNC(=O)c1cc2c(-c3ccc(Cl)cc3)nn(C)c2s1	6	0.5	0.3	9	3	-1	-3	-1	3
CCc1cc(C(=O)OC)c(N2C(=O)C3C4C=CC(C4)C3C2=O)s1 (stereo unspecified)	-1	-0.2	0.1	1	-1	3	-4	2	10
COc1ccc(-c2nnc(NC(=O)CSc3ccc(Cl)cc3)s2)cc1OC	-4	3.2	0.1	2	-7	-1	0	0	2
CCn1c(CSc2nc(C)cc(C)n2)nnc1SCC(=O)Nc1nc(-c2ccccc2)cs1	-1	1.2	0.0	6&2	-1	9	-3	-1	6
N=C1/C(=C\c2ccc(OC(=O)c3ccc(F)cc3)cc2)C(=O)N=C2SC(N3CCOCC3)=NN12	-3	3.4	0.1	-9	-5	-2	4	-3	2
O=C(CCSc1ccccc1)NCCSc1ccccn1	-6	-0.6	0.3	2	1	1	3	2	3
Cc1ccc(OCCNC(=O)c2cccc(C)c2)cc1	6	2.5	-0.1	5	6	0	2	3	8
CC12CCC(C(=O)N3CCCCCC3)(OC1=O)C2(C)C (stereo unspecified)	-5	2.2	-0.2	-2	2	-2	-3	-4	5
O=C1CN(C(=O)COC(=O)c2cnc(Cl)c(Cl)c2)c2ccccc2N1	-6	-0.8	-0.1	3	4	5	4	4	6
CC(C)(C)c1ccc(-c2noc(CNC(=O)c3ccco3)n2)cc1	1	2.2	-0.2	-136	14	8	-1	-1	11
Cc1cccc(NC(=S)NCc2ccc3c(c2)cc(C)n3C)c1C	6	3.4	-0.1	0	-4	-44	-1	18*	-4
Cc1ccc(C)c(Nc2cc(C)nc(-c3ccccc3O)n2)c1	1	3.9	0.3	-8	4	8	-1	1	-3
CC(OC(=O)/C=C/c1cccs1)C(=O)Nc1ccc(C(N)=O)cc1 (stereo unspecified)	/	0.8	-0.1	-9	1	/	/	-2	4
CCOC(=O)c1c(C)n(C)c2ccc(OC)c(NS(=O)(=O)c3ccc(Cl)s3)c12	2	0.2	0.3	-5	5	6	2	-2	-4
O=C(OCc1nnc(-c2ccccc2)o1)C1=COCCO1	-2	0.1	-0.1	3	7	0	-6	-2	2
O=C(CSc1nnc(-c2ccc(Cl)cc2)n1-c1ccc(Cl)cc1)N/N=C/c1ccccc1C(=O)O	0	3.8	0.0	-10	3	24	2	4	-4
O=C(Cn1c(=O)oc2cc(S(=O)(=O)N3CCCC3)ccc21)Nc1ccc(C(F)(F)F)cc1	2	1.7	-0.1	-4	-1	11	3	1	0
CCSc1nnc(NC(=O)NC(C)(C(F)(F)F)C(F)(F)F)s1	-1	1.9	0.0	-6	0	1	-2	-2	-4
COc1ccccc1CC(=O)N1CCC(n2nccc2NC(=O)C2CCOC2)CC1 (stereo unspecified)	0	0.1	-0.3	-4	-1	-4	0	-4	11
O=C1CN(C(=O)/C=C/c2cccc(Cl)c2)c2ccccc2N1	-1	2.0	0.9	-9	-2	-1	-2	0	-2
NNC(=O)CC(=O)NC1(Cc2ccc(O)cc2)CCCCC1	2	2.0	-0.1	0	-1	-5	-4	-1	10
COc1ccc(NC(=S)NNc2ccc(C(=O)O)cc2)cc1	-6	-5.8	0.2	-19	-13	-5	2	2	-36
Cc1ccc(-c2nnn(CC(=O)N(CC3CCCO3)C(C(=O)NC3CCCC3)c3ccc(F)cc3)n2)o1 (stereo unspecified)	-5	-1.2	0.1	26	-5	11	-6	0	2
CCOc1ccc(CN(C)C(=O)CNC(=O)c2ccccc2)cc1	-3	-2.1	0.0	-13	1	7	-2	-1	7

A draw from above in order of number of heavy atoms, rising:
SMILES	Fh CTSL1 inh	PP5 primary	Efflux pump mplx	GASC-1 inh	proCasp3 act	HCV core dimer	TPT1 inhibitor	PP1 counter	proCasp7 act
COc1ccc(NC(=S)NNc2ccc(C(=O)O)cc2)cc1	-6	-5.8	0.2	-19	-13	-5	2	2	-36
Cc1ccc(C)c(Nc2cc(C)nc(-c3ccccc3O)n2)c1	1	3.9	0.3	-8	4	8	-1	1	-3
O=C(Cn1c(=O)oc2cc(S(=O)(=O)N3CCCC3)ccc21)Nc1ccc(C(F)(F)F)cc1	2	1.7	-0.1	-4	-1	11	3	1	0

(listing goes on)
SMILES	Fh CTSL1 inh	PP5 primary	Efflux pump mplx	GASC-1 inh	proCasp3 act	HCV core dimer	TPT1 inhibitor	PP1 counter	proCasp7 act
C=CC[C@@H](CC(=O)NCCO)C(=O)NCCOC(=O)[C@@H](CC=C)Cc1ccc(F)cc1	/	/	-0.2	-1	1	/	/	/	3
CCOCCCN(C(=O)Cn1nnc(-c2ccc(C)o2)n1)C(C(=O)NCC1CCCO1)c1ccc(F)cc1 (stereo unspecified)	0	-0.1	0.1	-9	0	-1	-3	-6	6
Cc1ccc(NS(=O)(=O)c2ccc3c(c2)CC(=O)N3)cc1F	/	1.1	-0.2	9	-1	/	/	2	3
COc1ccc(C2N(C(=O)CN3CCOCC3)CCN2S(=O)(=O)c2ccccc2)cc1 (stereo unspecified)	11	1.6	-0.1	/	3	1	3	3	5
Cc1ccc(C23OCCN2CCn2nc4ccccc4c23)cc1 (stereo unspecified)	/	-1.2	-0.1	10	-9	/	/	-7	-14
NC(N)=NCc1cccc(I)c1	-3	-1.0	-0.3	0	-3	-4	0	1	-14
C=C1CCN(C(CC(C)C)C(=O)OC)S(=O)(=O)c2ccccc21 (stereo unspecified)	-5	2.9	-0.1	-2	2	-6	-4	0	1

High-throughput results (PubChem BioAssay)

Rows were taken by chance (roughly 2.9% active in at least one column).
